# DNA FID counter: compounds displacing fluorescent DNA intercalator, primary screen, artefact control for HCV NS3 helicase inhibitor project, biochemical, FID fluorescence. AID 1845, 2009. 290,000 compounds, 0.17% hits. inhibition, % at 7.9 µM. DNA fluorescent intercalator displacement; in the data active = inhibition above about 37%;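 note: 0% = vehicle and 100% = reference compound; higher means more ethidium bromide displaced from hairpin DNA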
# MEKK2wt PB1 HTS: modulators of MEK5 binding to wildtype MEKK2, primary screen, biochemical, multiplex bead flow cytometry, Alexa488-MEK5. Alexa488-MEK5 binding to MEKK2 WT; actives lie on both sides. AID 1531, 2009. binding response (% of control), % at 10 µM. 290,000 compounds, 1.1% hits; in the data active = binding response below about 67% or above about 130%
# PHOSPHO1 inh: PubChem AID 1565; Phosphoethanolamine/phosphocholine phosphatase (Homo sapiens), Q8TCT1; recombinant PHOSPHO1, absorbance phosphatase assay; inhibition, % at 13.3 µM; 290,000 compounds, 1.1% hits; in the data active = inhibition above about 60%
# Target sequence (Q8TCT1 whole entry, looked up): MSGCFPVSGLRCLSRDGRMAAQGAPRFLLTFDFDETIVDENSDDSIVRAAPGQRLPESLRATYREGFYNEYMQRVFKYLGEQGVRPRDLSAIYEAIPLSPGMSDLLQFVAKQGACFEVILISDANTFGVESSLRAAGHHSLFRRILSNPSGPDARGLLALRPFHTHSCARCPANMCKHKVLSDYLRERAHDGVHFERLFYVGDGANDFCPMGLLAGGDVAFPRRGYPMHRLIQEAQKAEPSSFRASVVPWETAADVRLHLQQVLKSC
# MEKK3 PB1 HTS: modulators of MEKK3-MEK5 PB1 binding, primary screen, biochemical, wildtype MEKK3, multiplex bead flow cytometry, Alexa488-MEK5. bead-based flow cytometry, Alexa488-MEK5 binding to MEKK3; actives lie on both sides; 0 = blocked by unlabeled MEK5, 100 = vehicle. binding response (% of control), % at 10 µM. 290,000 compounds, 1.4% hits. AID 1529, 2009;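 active = binding response more than 3 SD above or below the average of its plate-row segment, actives on both sides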;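 note: Alexa488 bead fluorescence after subtracting the streptavidin-only scavenger bead signal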
# OXTR agonist: human OXTR agonists, primary screen, fluorescence, CHO-OTR cells, Fluo-8 calcium | Fluo-8 calcium fluorescence; normalized: DMSO 0%, oxytocin 100% | activation, % at 3 µM | 320,000 compounds, 0.32% hits | Oxytocin receptor (Homo sapiens), P30559;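 active = activation above the mean of all tested compounds plus 3 SD, cutoff set per screening run, cut at about 20% in these data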;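 note: peak over basal fluorescence ratio from a 100 s FLIPR kinetic read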
# Target sequence (P30559 whole entry, looked up): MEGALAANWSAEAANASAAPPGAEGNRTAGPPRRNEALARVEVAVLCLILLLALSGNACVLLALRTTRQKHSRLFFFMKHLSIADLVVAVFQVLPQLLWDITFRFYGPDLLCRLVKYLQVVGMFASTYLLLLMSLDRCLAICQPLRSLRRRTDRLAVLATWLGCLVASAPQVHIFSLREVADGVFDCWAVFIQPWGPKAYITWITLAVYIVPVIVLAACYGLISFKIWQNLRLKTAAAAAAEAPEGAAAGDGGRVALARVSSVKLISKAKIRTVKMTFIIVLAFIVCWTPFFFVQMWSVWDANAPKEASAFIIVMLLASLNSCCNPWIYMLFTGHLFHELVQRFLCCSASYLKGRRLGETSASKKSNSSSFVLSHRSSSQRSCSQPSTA
# GPR7 antagonist: GPR7 receptor antagonists, primary screen, cell-based, fluorescence, single concentration; 290,000 compounds, 1.1% hits; inhibition, % at 4.4 µM; GPR7-expressing cells, fluorescence antagonist assay; Neuropeptides B/W receptor type 1 (Homo sapiens), P48145; in the data active = inhibition above about 16%, passing the limit was not always enough;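 note: cells stimulated with the agonist NPW; 0% = agonist with vehicle and 100% = vehicle without agonist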
# MEKK2 mut-MEK5: MEK5 binding signal on mutant MEKK2 PB1, primary screen, biochemical, multiplex bead flow cytometry, Alexa488-MEK5 | Alexa488-MEK5 binding to MEKK2 mutant | percent response, % at 10 µM | 290,000 compounds, 0.35% hits; in the data active = percent response above about 24%, passing the limit was not always enough; note: inactives centre near 1; some results filed as inactive read as strong as hits; reference of the scale not given here
# NALP1 yeast inh: NALP1 inflammasome inhibitors in reconstituted yeast, colorimetric, S. cerevisiae, triplicate retest; S. cerevisiae NALP1/ASC/caspase-1 growth, X-gal OD620, 72 h; inhibition, % at 10 µM; 280,000 compounds, 0.61% hits; AID 2071, 2009; in the data active = inhibition mostly above about 24%, no sharp cut-off; inactive = mostly below about 32%; note: some compounds called inactive have numbers as strong as hits
# M18AAP inhibitor: PfM18AAP inhibitors, malaria aminopeptidase, primary screen, biochemical, QFRET, recombinant enzyme; H-Glu-NHMec fluorogenic cleavage; M18 aspartyl aminopeptidase (Plasmodium falciparum 3D7); 290,000 compounds, 1.2% hits; inhibition, % at 7.35 µM;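 active = inhibition above the campaign mean inhibition over all tested compounds plus 3 SD, cut at about 28% in these data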;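 note: 0% = plate median of test compound wells and 100% = 2 mM ZnCl2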
# * hit, by the source's call; x = no result given.
# Letters: A = DNA FID counter; B = MEKK2wt PB1 HTS; C = PHOSPHO1 inh; D = MEKK3 PB1 HTS; E = OXTR agonist; F = GPR7 antagonist; G = MEKK2 mut-MEK5; H = NALP1 yeast inh; I = M18AAP inhibitor
> COCCNC(=S)NCCc1ccc(Cl)cc1Cl
  A: -7.3	B: 111.0	C: -10.2	D: 104.0	E: -0.1	F: -0.9	G: 5.0	H: 3.3	I: -0.1
> CCSc1ccc2nnc(-c3cccs3)n2n1
  A: -6.1	B: 99.0	C: -0.3	D: 103.0	E: 0.1	F: -17.4	G: 9.0	H: -1.4	I: 5.1
> Cc1cccc(OCCCCCn2ccnc2)c1C
  A: 2.5	B: 103.0	C: 3.9	D: 99.0	E: 9.5	F: 1.2	G: 4.0	H: 10.7	I: 4.0
> Cc1cc(C)cc(N(CC(=O)O)S(=O)(=O)c2c(C)[nH]c(=O)[nH]c2=O)c1
  A: 1.1	B: 93.0	C: -27.9	D: 94.0	E: -0.7	F: -13.9	G: -8.0	H: 6.0	I: -5.2
> CCOC(=O)N/N=C/c1c(F)c(F)c(F)c(F)c1F
  A: 3.9	B: 100.0	C: 5.6	D: 99.0	E: 0.3	F: 7.3	G: -1.0	H: 5.8	I: -8.2
> Cc1ccc(C)c(NC(=S)N/N=C2/CCCCc3ccccc32)c1
  A: -24.6	B: 98.0	C: -2.4	D: 100.0	E: -2.6	F: -11.6	G: -1.0	H: 32.7	I: -1.2
> O=C(CSc1nnc(-c2cccnc2)n1Cc1ccco1)Nc1cccc(O)c1
  A: -17.2	B: 101.0	C: 20.0	D: 101.0	E: 0.7	F: 1.7	G: 3.0	H: 6.5	I: -16.3
> Cc1cccc(NC(=O)C(=O)NCCCc2ccccc2)c1
  A: -8.7	B: 108.0	C: -5.1	D: 106.0	E: 1.4	F: -12.3	G: -1.0	H: 36.8	I: -1.8
> CC1CCN(c2ccc(NC(=S)NC(=O)c3ccc(-c4cccc([N+](=O)[O-])c4)o3)cc2)CC1
  A: -6.3	B: 77.0	C: -61.5	D: 71.0	E: -0.5	F: 3.2	G: -19.0	H: -4.5	I: 9.7
> CC(C)C(=O)Nc1cccc(-c2cn3ccccc3n2)c1
  A: -7.1	B: 98.0	C: -12.5	D: 109.0	E: 0.2	F: -2.0	G: -1.0	H: 20.0	I: 6.8
> O=C(NCCN1CCOCC1)/C(=C\c1ccc(Br)cc1)NC(=O)c1cccs1
  A: 5.4	B: 99.0	C: 3.4	D: 97.0	E: 0.0	F: 1.7	G: -1.0	H: 11.2	I: -1.3
> CC(=O)NC(c1ccc(F)cc1)c1cccnc1 (stereo unspecified)
  A: 0.1	B: 98.0	C: -29.1	D: 91.0	E: 0.2	F: -0.9	G: -3.0	H: -15.0	I: -2.1
> CCC(C)(C(=O)NC1CCCCC1)N(Cc1ccco1)C(=O)CC1NC(=O)NC1=O (stereo unspecified)
  A: -11.0	B: 100.0	C: 23.8	D: 96.0	E: -0.6	F: -3.6	G: 0.0	H: 7.3	I: 3.0
> COc1cc(/C=C/CN2CCN(Cc3ccc(C)o3)C(CCO)C2)ccc1O (stereo unspecified)
  A: 0.8	B: 102.0	C: 26.2	D: 101.0	E: 0.4	F: -5.3	G: -1.0	H: 1.6	I: -5.0
> O=[N+]([O-])c1c(Nc2ccc(O)cc2)cc(Cl)c2nonc12
  A: 4.0	B: 100.0	C: 18.4	D: 101.0	E: -2.1	F: 83.2*	G: 2.0	H: 8.2	I: -22.7
> O=C(NCc1ccccc1)Nc1cc(Cl)ccc1Cl
  A: -3.6	B: 100.0	C: 42.1	D: 102.0	E: -2.0	F: -10.1	G: -1.0	H: 10.1	I: 3.0
> COc1ccc(Cc2noc(CN3CCCC(C(=O)c4cccs4)C3)n2)cc1OC (stereo unspecified)
  A: -28.9	B: 111.0	C: 56.8	D: 108.0	E: 4.0	F: -11.7	G: 7.0	H: 15.6	I: 0.5
> COc1ccc(-n2nc(C(=O)NCC(=O)Nc3ccccn3)c3ccccc3c2=O)cc1Cl
  A: 3.2	B: x	C: 2.9	D: x	E: x	F: -2.5	G: x	H: 15.3	I: -12.2
> CCSc1oc(-c2ccco2)nc1S(=O)(=O)c1ccc(C)cc1
  A: -30.7	B: 97.0	C: 23.0	D: 99.0	E: -1.0	F: -5.5	G: -1.0	H: 15.3	I: 4.9
> COc1ccc2nc(C3CCCCC3)c3c(c2c1)CCC3
  A: x	B: 106.0	C: x	D: 102.0	E: -1.4	F: x	G: 3.0	H: x	I: x
> CCn1nc(C)c(/C=C2\CCCC3=C2OC(N)=C(C#N)C3c2c(C)nn(CC)c2C)c1C (stereo unspecified)
  A: -36.0	B: 103.0	C: 20.7	D: 98.0	E: 2.1	F: 5.8	G: 1.0	H: 3.2	I: 4.5
> Cc1ccc(NCC(=O)N/N=C\c2ccc[nH]2)cc1
  A: -1.8	B: 88.0	C: 40.9	D: 95.0	E: 0.1	F: -4.7	G: -19.0	H: 4.7	I: 4.2
> CC(C)CC(=O)N1CCC(O)(CS(=O)(=O)Cc2ccccc2Cl)CC1
  A: -8.3	B: 97.0	C: -17.3	D: 97.0	E: 2.5	F: -0.8	G: -2.0	H: 23.0	I: 3.2
> CN(C)S(=O)(=O)Nc1ccccc1C(N)=O
  A: -5.5	B: 92.0	C: 13.9	D: 98.0	E: 0.5	F: -7.6	G: 1.0	H: 5.6	I: -7.1
> CC(C)c1nc(SCC(=O)N2CCCCCC2)c2c(=O)n(C)c(=O)n(C)c2n1
  A: -30.5	B: 90.0	C: 22.2	D: 93.0	E: -0.5	F: -1.6	G: -9.0	H: 3.6	I: 3.1
> C/C(=N\Nc1ccc(S(=O)(=O)Nc2ccccc2)cc1[N+](=O)[O-])c1ccncc1
  A: 1.8	B: 101.0	C: 21.5	D: 100.0	E: 0.8	F: -10.8	G: 0.0	H: 6.8	I: 5.9
> O=C(Nc1cc2c(cc1Br)OCCO2)c1cccnc1
  A: -3.8	B: 106.0	C: 18.5	D: 101.0	E: -0.3	F: -4.0	G: 6.0	H: 3.5	I: -9.8
> Cc1ccc(C(CC(=O)N2CCCC2)c2ccccc2)c(O)c1C (stereo unspecified)
  A: -24.6	B: 104.0	C: 15.2	D: 105.0	E: -2.3	F: -0.3	G: 7.0	H: 0.6	I: -5.7

# Single records, as listed above. Order of values: DNA FID counter | MEKK2wt PB1 HTS | PHOSPHO1 inh | MEKK3 PB1 HTS | OXTR agonist | GPR7 antagonist | MEKK2 mut-MEK5 | NALP1 yeast inh | M18AAP inhibitor
# Record of `Cc1cc(C)cc(N(CC(=O)O)S(=O)(=O)c2c(C)[nH]c(=O)[nH]c2=O)c1` → 1.1 | 93.0 | -27.9 | 94.0 | -0.7 | -13.9 | -8.0 | 6.0 | -5.2
# Record of `Cc1cccc(NC(=O)C(=O)NCCCc2ccccc2)c1` → -8.7 | 108.0 | -5.1 | 106.0 | 1.4 | -12.3 | -1.0 | 36.8 | -1.8
# Record of `CC(C)C(=O)Nc1cccc(-c2cn3ccccc3n2)c1` → -7.1 | 98.0 | -12.5 | 109.0 | 0.2 | -2.0 | -1.0 | 20.0 | 6.8

# 6 entries picked at random from those above:
# Letters: A = DNA FID counter; B = MEKK2wt PB1 HTS; C = PHOSPHO1 inh; D = MEKK3 PB1 HTS; E = OXTR agonist; F = GPR7 antagonist; G = MEKK2 mut-MEK5; H = NALP1 yeast inh; I = M18AAP inhibitor
> Cc1cc(C)cc(N(CC(=O)O)S(=O)(=O)c2c(C)[nH]c(=O)[nH]c2=O)c1
  A: 1.1	B: 93.0	C: -27.9	D: 94.0	E: -0.7	F: -13.9	G: -8.0	H: 6.0	I: -5.2
> CCC(C)(C(=O)NC1CCCCC1)N(Cc1ccco1)C(=O)CC1NC(=O)NC1=O (stereo unspecified)
  A: -11.0	B: 100.0	C: 23.8	D: 96.0	E: -0.6	F: -3.6	G: 0.0	H: 7.3	I: 3.0
> COc1ccc(Cc2noc(CN3CCCC(C(=O)c4cccs4)C3)n2)cc1OC (stereo unspecified)
  A: -28.9	B: 111.0	C: 56.8	D: 108.0	E: 4.0	F: -11.7	G: 7.0	H: 15.6	I: 0.5
> CC(C)C(=O)Nc1cccc(-c2cn3ccccc3n2)c1
  A: -7.1	B: 98.0	C: -12.5	D: 109.0	E: 0.2	F: -2.0	G: -1.0	H: 20.0	I: 6.8
> C/C(=N\Nc1ccc(S(=O)(=O)Nc2ccccc2)cc1[N+](=O)[O-])c1ccncc1
  A: 1.8	B: 101.0	C: 21.5	D: 100.0	E: 0.8	F: -10.8	G: 0.0	H: 6.8	I: 5.9
> CN(C)S(=O)(=O)Nc1ccccc1C(N)=O
  A: -5.5	B: 92.0	C: 13.9	D: 98.0	E: 0.5	F: -7.6	G: 1.0	H: 5.6	I: -7.1

# Bioassay records as filed in PubChem.

# This is a random part of the collection; any-hit rate near 6.2%.
